Screening data: PubChem BioAssay, several laboratories
Bcl-2 Bim block: disrupts Bim peptide binding to human Bcl-2. Bead-based flow cytometry, Bim peptide-Bcl-2 binding. inhibition, % at 10 µM. 0.06% of 190,000 active; in the data active = inhibition above about 40%; inconclusive = no clear call, values can overlap the other calls;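 note: 0% = no compound wells with probe peptide and 100% = reference peptide inhibitor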
Mcl-1 Bim block: human Bim-Mcl-1 interaction inhibition | Q07820 | Bead-based flow cytometry, Bim peptide-Mcl-1 binding | inhibition, % at 10 µM | 0.1% of 190,000 active | AID 1009;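 note: 0% = no compound tracer wells and 100% = peptide blocker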
Bcl-B Bim block: human Bim-Bcl-B interaction inhibition; Q9HD36; bead-based flow cytometry, Bim peptide-Bcl-B binding; inhibition, % at 10 µM; 0.073% of 190,000 active;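 note: 0% = tracer peptide without compound and 100% = reference inhibitor peptide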
Target sequence (Q9HD36 whole entry, looked up): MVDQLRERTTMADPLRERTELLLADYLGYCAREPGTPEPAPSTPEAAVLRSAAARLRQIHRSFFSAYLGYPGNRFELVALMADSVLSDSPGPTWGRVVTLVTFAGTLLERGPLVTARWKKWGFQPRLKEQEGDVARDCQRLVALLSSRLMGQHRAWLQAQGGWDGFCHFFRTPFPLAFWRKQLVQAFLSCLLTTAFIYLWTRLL
RGS7-Gao reg: human RGS7-Galphao interaction regulation | P09471 | 0.35% of 220,000 active | AID 1439 | binding response (% of control), % at 10 µM | Multiplexed bead flow cytometry, RGS7-Galphao binding; actives lie on both sides; in the data active = binding response below about 49% or above about 150%; inconclusive = no clear call, values can overlap the other calls; inactive = in between;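 note: fluorescent Galphao held in activated GDP-AlF4 state binding bead-coupled RGS7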
Target sequence (P09471 whole entry, looked up): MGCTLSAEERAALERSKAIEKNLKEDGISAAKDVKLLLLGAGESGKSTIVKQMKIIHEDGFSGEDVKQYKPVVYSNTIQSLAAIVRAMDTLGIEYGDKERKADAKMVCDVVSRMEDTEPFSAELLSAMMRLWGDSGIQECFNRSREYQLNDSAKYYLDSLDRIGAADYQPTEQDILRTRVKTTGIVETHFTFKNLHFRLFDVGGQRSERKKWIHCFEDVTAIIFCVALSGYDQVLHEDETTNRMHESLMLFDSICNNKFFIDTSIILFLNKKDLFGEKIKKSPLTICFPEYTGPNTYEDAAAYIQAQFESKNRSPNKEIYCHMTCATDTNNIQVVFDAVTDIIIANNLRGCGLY
Bim-Bfl-1: disrupts Bim binding to human Bfl-1 | 0.12% of 190,000 active | AID 1008 | inhibition, % at 10 µM | Bead-based flow cytometry, Bim-Bfl-1 binding inhibition | Q16548;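 note: 0% = wells without compound plus tracer and 100% = blocker peptide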
Mcl1 Bid PPI: disrupts binding of human Mcl-1 to Bid peptide | 0.97% of 220,000 active | TR-FRET Mcl-1/Bid-Dy647 peptide binding, 1536-well | Q07820 | inhibition, % at 21.7 µM | AID 1021;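 active = compounds that cut the binding signal by more than half at the single screening dose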;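 note: His-tagged Mcl-1 with europium anti-His antibody binding Bid BH3 peptide; 0% = Mcl-1 plus peptide wells and 100% = peptide-only wells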
Bcl-XL Bim block: disrupts Bim peptide binding to human Bcl-XL | bead flow cytometry, fluorescence | inhibition, % at 10 µM | 0.04% of 190,000 active
Target sequence (Q07817 whole entry, looked up): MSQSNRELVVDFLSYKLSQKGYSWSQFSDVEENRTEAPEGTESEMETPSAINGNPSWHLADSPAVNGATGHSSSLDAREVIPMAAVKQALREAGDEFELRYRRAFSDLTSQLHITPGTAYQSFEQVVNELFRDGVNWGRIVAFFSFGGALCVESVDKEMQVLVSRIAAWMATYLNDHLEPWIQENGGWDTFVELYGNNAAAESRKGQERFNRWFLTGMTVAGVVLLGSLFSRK
Bcl-W Bim block: human Bim-Bcl-W interaction inhibition; Q92843; bead-based flow cytometry, Bim peptide-Bcl-W binding; inhibition, % at 10 µM; 0.02% of 190,000 active; AID 952;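 note: 0% = bound tracer without compound and 100% = peptide blocker; higher means less fluorescent Bim peptide bound to Bcl-W beads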
Target sequence (Q92843 whole entry, looked up): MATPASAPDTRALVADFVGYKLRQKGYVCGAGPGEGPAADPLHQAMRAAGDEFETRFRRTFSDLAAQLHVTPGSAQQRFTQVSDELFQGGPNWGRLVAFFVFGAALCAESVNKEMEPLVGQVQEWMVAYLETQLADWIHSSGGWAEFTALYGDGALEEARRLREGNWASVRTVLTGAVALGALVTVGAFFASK
RGS8-Gao reg: regulators of human RGS8-Galphao interaction. P09471. multiplexed bead flow cytometry, RGS8-Galphao binding; actives lie on both sides. response (percent of control binding), % at 10 µM. 0.34% of 220,000 active. AID 1423; in the data active = response below about 60% or above about 140%; inactive = in between;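 note: Galphao activated as the GDP aluminium fluoride complex binding bead-coupled RGS8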
RGS4-Gao reg: modulates binding of RGS4 to human Galphao | P09471 | Multiplexed bead flow cytometry; actives lie on both sides | binding response (% of control), % at 10 µM | 0.33% of 220,000 active; in the data active = binding response below about 49% or above about 150%; inactive = in between;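 note: fluorescent Galphao activated with aluminum fluoride binding bead-coupled RGS4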
Mcl1 Noxa PPI: disrupts binding of human Mcl-1 to Noxa peptide; 1.5% of 220,000 active; Q07820; inhibition, % at 21.7 µM; TR-FRET Mcl-1/Noxa peptide binding, 2 h;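 active = compounds that cut the protein-peptide binding signal by more than 50% relative to plate controls in a single-dose test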;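 note: His-tagged Mcl-1 with rhodamine Noxa BH3 peptide and terbium anti-His antibody; 0% = Mcl-1 plus Noxa peptide wells and 100% = peptide-only wells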
The depositor's hits bear a star; ? = inconclusive; / = not tested or not shown; [ ] = remark or other dose. Cut-off read from the data, not from the text of the source, unless noted: active = inhibition above about 40%.

canonical_smiles	Bcl-2 Bim block	Mcl-1 Bim block	Bcl-B Bim block	RGS7-Gao reg	Bim-Bfl-1	Mcl1 Bid PPI	Bcl-XL Bim block	Bcl-W Bim block	RGS8-Gao reg	RGS4-Gao reg	Mcl1 Noxa PPI
Cc1cc(N2CCN(S(=O)(=O)Cc3ccccc3)CC2)n2ncnc2n1	-2	0	0	98	-1	5	-1	-1	100	96	3
COc1ccccc1N(C)S(=O)(=O)c1ccc(C(=O)NCC(C)C)cc1	-8	-1	-2	103	-11	-3	-3	0	102	100	6
OC(COc1ccccc1)CN1CCCCCC1 (configuration not stated)	-5	-2	-10	99	-5	-9	-2	1	106	100	1
Cc1ccc2nc(-c3ccccc3)c(CN3CCN(c4ccccc4F)CC3)n2c1	-4	-4	-2	71	-7	-4	-3	-5	92	69	12
CN1C(C)(C)CC(=NOC(=O)c2ccccc2)CC1(C)C	1	-2	-4	102	0	4	-3	-4	100	100	26
CCc1ccc(OCC(=O)Nc2ccc(CN3CCCCC3)cc2)cc1	-1	-5	-12	85	-1	0	-7	-4	96	86	-6
COc1cc(C(=O)Nc2nc(-c3cc(C)ccc3C)c(C)s2)ccc1OCC(=O)Nc1ccc(F)cc1	0	5	10	86	4	-17	8	7	93	91	-6
COc1ccc(C(=O)CSc2nnc3ccccn23)cc1OC	4	-1	6	99	3	-8	-2	0	105	103	-3
Cc1nn(CC#N)c(=O)n1-c1ccccc1F	-9	-2	-8	102	-11	-24	0	3	101	100	-1
C=CCNC(=O)c1onc(CSc2cccc(OCC)c2)c1C(=O)O	-12	0	-9	100	-15	12	-7	0	101	102	32
CCc1ccc(NC(=O)C(=O)NCCN2CCN(S(C)(=O)=O)CC2)cc1	0	3	-1	96	-5	-19	-1	-2	102	99	-2
CCOP(=O)(OCC)C(NC(=O)c1ccc(OC)cc1)c1ccccc1 (configuration not stated)	0	1	0	103	-3	-30	1	-2	102	104	5
O=c1cc(CSc2nnnn2-c2ccc(O)cc2)nc2sccn12	-1	-2	-7	101	-3	12	0	-1	100	101	25
C=CCn1c(SCC(=O)c2ccc(Br)cc2)nnc1C(CC(C)C)NC(=O)c1cccs1 (configuration not stated)	-10	-7	-15	97	-19	-14	-12	-5	97	97	13
COCCn1c(-c2ccc(Cl)cc2)cnc1SCC(=O)NCCc1ccc(OC)c(OC)c1	-4	-1	-4	107	-13	-11	-2	-1	104	100	-4
CCCCCCCCc1nnc(NC(=O)c2ccco2)s1	0	-1	-4	101	1	-15	-1	0	109	100	8
COc1ccc(CCNC(=O)CSc2nnc(-c3cccc(C)c3)o2)cc1OC	-8	1	-4	98	-10	-20	-3	1	99	99	-19
Cc1ccc(Nc2ccc([N+](=O)[O-])nc2[N+](=O)[O-])cc1	-9	-5	-8	101	-11	-21	-4	0	104	97	13
COc1cc(C(=O)Nc2ccc(N(C)C)cc2)cc(OC)c1OC	-5	2	-2	98	0	-100	-2	1	100	99	78*
COc1ccc(-c2nnc(SCC(=O)c3[nH]c(C)c(C(C)=O)c3C)o2)cc1	4	0	2	126	-1	38	2	0	112	175*[activator]	3
COc1ccc(C(=O)N2CCC(C(=O)Nc3ccccc3OC)CC2)cc1	-9	-1	-8	99	-16	36	-11	-1	100	98	12
COc1cc(CNCc2cccs2)cc(Br)c1OC	-4	-1	0	105	-1	5	-3	0	108	105	16
CCOC(=O)C1(Cc2ccc(OC)cc2)CCN(C(=O)CCn2ccc(C)n2)CC1	-1	-3	-4	99	-7	-43	-1	0	99	99	11
Cn1nc(C(=O)OCc2ccccc2F)c2ccccc2c1=O	-1	2	0	?	0	5	3	1	101	104	-3
NC(=O)COC(=O)c1ccc2c(c1)S(=O)(=O)N=C1CCCCCN12	-3	-3	-5	101	1	-23	-2	-4	101	101	6
CCOC(=O)c1[nH]c2cc(OC)c(OC)cc2c1NC(=O)c1nonc1C	-2	-2	-2	96	-1	-19	-2	-1	96	97	22
COCCCNC(=O)Cc1ccccc1OC	-12	-1	-8	100	-15	7	-4	0	102	100	-3
COc1cc(CN(C(=S)NCC(=O)N2CCCC2)C2CCCC2)cc(OC)c1OC	0	0	-3	98	-5	-30	-4	-3	103	102	-1
CC(=O)C(N=Nc1ccccc1)(Sc1nnc(-c2ccccc2)n1-c1ccccc1)C(=O)Nc1ccccc1 (configuration not stated)	-5	-3	-4	102	-2	-28	-2	-3	104	104	-1
CCOC(=O)C1(C(=O)OCC)CC1c1ccccc1 (configuration not stated)	-5	-2	-8	101	-7	-15	-8	0	102	101	-9

Record cards (already shown). Values in the order: Bcl-2 Bim block, Mcl-1 Bim block, Bcl-B Bim block, RGS7-Gao reg, Bim-Bfl-1, Mcl1 Bid PPI, Bcl-XL Bim block, Bcl-W Bim block, RGS8-Gao reg, RGS4-Gao reg, Mcl1 Noxa PPI
NC(=O)COC(=O)c1ccc2c(c1)S(=O)(=O)N=C1CCCCCN12 in the list: -3, -3, -5, 101, 1, -23, -2, -4, 101, 101, 6
CN1C(C)(C)CC(=NOC(=O)c2ccccc2)CC1(C)C in the list: 1, -2, -4, 102, 0, 4, -3, -4, 100, 100, 26

(next part)
canonical_smiles	Bcl-2 Bim block	Mcl-1 Bim block	Bcl-B Bim block	RGS7-Gao reg	Bim-Bfl-1	Mcl1 Bid PPI	Bcl-XL Bim block	Bcl-W Bim block	RGS8-Gao reg	RGS4-Gao reg	Mcl1 Noxa PPI
CCOc1ccc(N=Nc2c(=O)[nH]n3c(=O)c4c([nH]c23)CCCC4)cc1	3	0	1	98	0	-103	-6	-1	101	101	-13
COc1cccc(CC(NC(C)=O)C(=O)NC2CCN(c3nc(C)cc(C)c3C#N)CC2)c1OC (configuration not stated)	-1	0	-1	96	3	-2	-1	1	96	98	-14
O=C(O)c1cccc(N2C(=O)Nc3ccccc3N2O)c1	-2	-2	-1	94	0	21	-2	0	104	104	28
COC(=O)c1cccc(NS(=O)(=O)c2cccs2)c1C	-1	0	-1	102	3	-15	-2	-3	105	106	9
CCCCn1c(=O)c(CCC(=O)OCC(=O)NCc2ccc(OC)c(OC)c2)nc2ccccc21	-6	-1	-5	105	-10	-6	-2	-5	105	106	14
CCCCNC(=O)C1CC(c2c(Cl)cccc2Cl)=NO1 (configuration not stated)	-3	-2	-5	99	-11	-6	-2	3	102	105	-12
CCOc1ccccc1NC(=O)COC(=O)C(CC(C)C)N1C(=O)C2CC=CCC2C1=O (configuration not stated)	-6	-5	-4	93	-3	-6	-9	-1	94	90	8
Cc1cccc(N2CCN(C(=O)c3ccc(N4CCCC4=O)cc3)CC2C)c1 (configuration not stated)	-6	0	-5	98	-9	-14	-10	0	99	99	-11
COc1cccc(OC)c1C(=O)Nc1cccc(-c2ccc3nncn3n2)c1	0	0	-7	102	-3	-17	-3	-1	101	99	0
COc1ccccc1NC(=O)c1nc[nH]c1C(=O)Nc1ccccc1OC	-5	-4	-12	104	0	-10	-9	-1	97	101	-4
Cc1cc(C)nc(/N=C(\N)Nc2ccc(S(=O)(=O)Nc3nccc(C)n3)cc2)n1	-3	0	0	103	-4	13	0	0	104	105	17
COc1cccc(CNc2ccc(S(N)(=O)=O)cc2)c1OC	-1	0	6	101	3	-22	-1	0	101	102	13
O=C(NCc1ccccc1)C1=C[C@H](c2coc3ccccc3c2=O)C[C@H](OCc2ccc(CO)cc2)O1	-4	-1	-5	102	-6	6	-2	-1	100	104	4
NC(=O)CC(NC(=O)c1ccccc1)c1ccc(NCc2ccc(F)cc2)c([N+](=O)[O-])c1 (configuration not stated)	/	/	/	?	/	-5	/	/	97	99	-1
COCCCNCCCCOc1ccc(Br)cc1Cl	-2	0	-7	103	0	28	-4	-5	102	105	22
c1ccc(-c2[nH]ncc2CN2CCN(Cc3ccc4c(c3)OCO4)CC2)cc1	/	/	/	?	/	-3	/	/	102	101	-15
CCCCCNC(=O)C(C)Sc1ccc(Cl)cc1 (configuration not stated)	-10	-1	-6	103	-11	-13	-2	3	102	100	9
Cc1nc2c(ccc3nc(NC(=O)c4ccc(S(=O)(=O)N(C)C)cc4)sc32)s1	0	5	6	100	2	9	10	5	102	100	12
CCCCn1c(SC(C)C(N)=O)nc2cc(C(=O)OC)ccc2c1=O (configuration not stated)	0	-1	-2	94	-1	-11	-1	-1	98	98	5
Cc1nc(NC2=NCN(CCCN3CCOCC3)CN2)nc2c(C)cccc12	-5	1	6	120	-4	-11	-23	2	139	132	19
O=C(Nc1ccc2cn[nH]c2c1)c1ccc(S(=O)(=O)N2CCOCC2)cc1	-1	3	0	92	-8	-17	-1	0	98	96	8
O=[N+]([O-])c1ccc(SCc2c(F)cccc2Cl)nc1	/	/	/	?	/	-13	/	/	98	102	6
CC1(C)Cn2c(nnc2-c2cccc(O)c2)S1	-4	2	0	96	-2	-53	-1	7	101	99	-5
CCCCN(CCCC)c1cn[nH]c(=O)c1Cl	-8	-5	-5	16*	-1	1	-3	-4	13*	22*	6

14 structures already listed, arranged by formula weight, ascending.
canonical_smiles	Bcl-2 Bim block	Mcl-1 Bim block	Bcl-B Bim block	RGS7-Gao reg	Bim-Bfl-1	Mcl1 Bid PPI	Bcl-XL Bim block	Bcl-W Bim block	RGS8-Gao reg	RGS4-Gao reg	Mcl1 Noxa PPI
CC1(C)Cn2c(nnc2-c2cccc(O)c2)S1	-4	2	0	96	-2	-53	-1	7	101	99	-5
CCCCN(CCCC)c1cn[nH]c(=O)c1Cl	-8	-5	-5	16*	-1	1	-3	-4	13*	22*	6
O=C(O)c1cccc(N2C(=O)Nc3ccccc3N2O)c1	-2	-2	-1	94	0	21	-2	0	104	104	28
COC(=O)c1cccc(NS(=O)(=O)c2cccs2)c1C	-1	0	-1	102	3	-15	-2	-3	105	106	9
CCCCn1c(SC(C)C(N)=O)nc2cc(C(=O)OC)ccc2c1=O (configuration not stated)	0	-1	-2	94	-1	-11	-1	-1	98	98	5
COc1ccccc1NC(=O)c1nc[nH]c1C(=O)Nc1ccccc1OC	-5	-4	-12	104	0	-10	-9	-1	97	101	-4
COc1cccc(OC)c1C(=O)Nc1cccc(-c2ccc3nncn3n2)c1	0	0	-7	102	-3	-17	-3	-1	101	99	0
c1ccc(-c2[nH]ncc2CN2CCN(Cc3ccc4c(c3)OCO4)CC2)cc1	/	/	/	?	/	-3	/	/	102	101	-15
Cc1nc(NC2=NCN(CCCN3CCOCC3)CN2)nc2c(C)cccc12	-5	1	6	120	-4	-11	-23	2	139	132	19
Cc1cc(C)nc(/N=C(\N)Nc2ccc(S(=O)(=O)Nc3nccc(C)n3)cc2)n1	-3	0	0	103	-4	13	0	0	104	105	17
Cc1nc2c(ccc3nc(NC(=O)c4ccc(S(=O)(=O)N(C)C)cc4)sc32)s1	0	5	6	100	2	9	10	5	102	100	12
NC(=O)CC(NC(=O)c1ccccc1)c1ccc(NCc2ccc(F)cc2)c([N+](=O)[O-])c1 (configuration not stated)	/	/	/	?	/	-5	/	/	97	99	-1
CCCCn1c(=O)c(CCC(=O)OCC(=O)NCc2ccc(OC)c(OC)c2)nc2ccccc21	-6	-1	-5	105	-10	-6	-2	-5	105	106	14
O=C(NCc1ccccc1)C1=C[C@H](c2coc3ccccc3c2=O)C[C@H](OCc2ccc(CO)cc2)O1	-4	-1	-5	102	-6	6	-2	-1	100	104	4
